# 14-3-3 PPI: alters human 14-3-3 gamma binding to Raf peptide. 160,000 tested, 0.19% active. AID 422. inhibition, % at 40 µM. FP, 14-3-3gamma / TMR-pS259-Raf peptide binding. P61981; in the data active means inhibition above about 30%;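 further: 0% = protein plus tracer without compound and 100% = blank with tracer alone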
# Target sequence (P61981 whole entry, looked up): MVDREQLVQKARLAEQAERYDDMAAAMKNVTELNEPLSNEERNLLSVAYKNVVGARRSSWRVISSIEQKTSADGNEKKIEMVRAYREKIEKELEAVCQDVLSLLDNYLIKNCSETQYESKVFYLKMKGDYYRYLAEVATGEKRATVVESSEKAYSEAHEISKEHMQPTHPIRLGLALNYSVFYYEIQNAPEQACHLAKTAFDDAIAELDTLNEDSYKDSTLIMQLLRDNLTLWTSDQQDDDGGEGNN
# The depositor's hits bear a star; & = joins results of further samples.
14-3-3 PPI,canonical_smiles
2,O=S(=O)(c1cccs1)N1CCN(CC(O)COC2CCCc3ccccc32)CC1 (stereo unspecified)
-9,COc1cc(OC)cc(C(=O)NCc2cc(OC)c(OC)c(OC)c2)c1
-16,Cc1cccc(Oc2coc3cc(OC(=O)c4cccs4)ccc3c2=O)c1
7,O=C(C1CCC(=O)N1C1CCCC1)N1CCN(c2ccccc2)CC1 (stereo unspecified)
-8,Cc1sc2c(c1C)c(=O)n(-c1ccccc1)c(=O)n2Cc1ccccc1F
0,Cc1ccccc1OCC(=O)Nc1cccc(NC(=O)c2ccc(Br)c([N+](=O)[O-])c2)c1
-3,O=C(CCCn1c(=O)c2sccc2n(CC(=O)OCc2ccccc2)c1=O)NCc1ccco1
-2,O=[N+]([O-])c1ccc(N2CCN(S(=O)(=O)c3ccc(Cl)cc3)CC2)c(Cl)c1
-4,CCC(C)n1c(SCc2cccc(F)c2)nc2ccsc2c1=O (stereo unspecified)
-10,Cc1cc(-c2nc3cc(NC(=O)C(C)C)ccc3o2)ccc1Br
-6,Cn1nc(CC(=O)Nc2ccccc2Br)c2ccccc2c1=O
-15,COc1nccnc1NS(=O)(=O)c1ccc(NC(=O)c2ccc(C)cc2)cc1
-2,CCCn1c(=S)[nH]c2cc(C(=O)N3CCC(C(N)=O)CC3)ccc2c1=O
2,CCOC(=O)CC1=C(C(=O)OCC)C(c2ccc(C)o2)C(C#N)=C(N)O1 (stereo unspecified)
-2,O=C(O)CN1C(=O)CSC1=O
0,COc1cccc(CN2CCN(C3CCCCC3OC)CC2)c1OC (stereo unspecified)
-4,CC(=O)N1c2ccccc2NC2=C(C(=O)CC(c3ccco3)C2)C1c1cccs1 (stereo unspecified)
-4,CCc1c(C(=O)Nc2ccncc2)csc1C
-5,CC(C)c1ccc(NC(=O)c2cc(S(=O)(=O)N3CCN(c4cccc(Cl)c4)CC3)ccc2F)cc1
8&1,O=C(NCc1ccccc1)C1C2C=CC3(CN(Cc4cccnc4)C(=O)C13)O2 (stereo unspecified)
-6,COc1ccc(S(=O)(=O)Nc2nncs2)cc1
-28,CCc1ccc(-n2c(CCC(=O)O)ccc2-c2cccs2)cc1
3,COC(=O)c1c(NC(=O)c2cccs2)sc2c1CCC(C)C2 (stereo unspecified)
2&5,CCOc1ccccc1OCCCCCc1c(C)n[nH]c1C
-5,O=C(CS(=O)(=O)c1ccccc1)Nc1nc(-c2ccccc2)cs1
-11,COc1ccccc1N1C(=O)c2ccccc2NC1c1sccc1C (stereo unspecified)
-6,CC(C)C1Cc2c(sc3nc(SCC(=O)c4ccc(Br)cc4)nc(N)c23)CO1 (stereo unspecified)
-1,Nc1nonc1-c1noc(CCCCCN2C(=O)c3ccccc3C2=O)n1
2,CC(=O)C1C(=O)CC(C)(O)C(C(C)=O)C1C=Cc1ccccc1 (stereo unspecified)
-1,O=S(=O)(c1ccc(Cl)cc1)c1nc(-c2ccco2)oc1N1CCCCC1

# (more compounds)
14-3-3 PPI,canonical_smiles
-1,COC(=O)c1sc2ccccc2c1NC(=O)c1coc2ccccc2c1=O
-1,CCOC(=O)CSc1nnc(CNC(=O)c2cccs2)n1-c1cc(C)ccc1C
-5,CC(=O)Nc1ccc(S(=O)(=O)NC2=NCN(C)CN2)cc1
-9,COc1cccc(-c2nn(C)c3sc(C(=O)N4CCCCCC4)cc23)c1
-4,O=C(CSc1ccccc1C(=O)O)Nc1ccccc1C(F)(F)F
2,CCC(=O)Nc1c(-c2ccc(OC)cc2)c(=O)c2ccccc2n1C
-9,O=C(c1ccccc1)c1ccc(N2CCN(C(=O)c3ccccc3)CC2)c(F)c1
-14,N#Cc1cnc(Nc2nc3ccccc3o2)nc1-c1ccccc1
-1,COc1ccc(N2CCN(CCCNC(=O)c3ccc4nc5ccccc5c(=O)n4c3)CC2)cc1
-9,Cn1c(=O)c2c(nc(SCc3cccc(Br)c3)n2C)n(C)c1=O
-13,O=C(Oc1ccccc1)c1cc2ccccc2oc1=O
-3,COc1ccc(N2C(=O)C3CCCN3C2c2cc(OC)c(OC)cc2OC)cc1 (stereo unspecified)
-3,CC(=O)N1CCN(c2ccc(NC(=O)c3ccc(Cl)c([N+](=O)[O-])c3)cc2)CC1
-3,Nc1nonc1-c1ccc(Cl)cc1
1,Cc1cc(C)n(-c2nc3c(c(=O)[nH]c(=O)n3C)n2CC(O)COc2ccccc2)n1 (stereo unspecified)
-3,CC(C)c1nnc(NC(=O)CCC(=O)N2CCN(Cc3ccccc3)CC2)s1
-2,CCc1ccc2[nH]c(=O)c(C(c3nnnn3CC3CCCO3)N3CCN4CCCC4C3)cc2c1 (stereo unspecified)
-4,O=CNCCCc1nc2ccccc2n1Cc1ccccc1
-70,CCC1CCCCN1S(=O)(=O)c1ccc(NC(=O)COc2cccc(C)c2)cc1 (stereo unspecified)
-15,CCOC(=O)c1c(N)n(-c2ccc(CC)cc2)c2nc3ccccc3nc12
-9,CC1=C(C(=O)Nc2ccc(C)cn2)C(c2cc([N+](=O)[O-])ccc2Cl)C2=C(CC(C)(C)CC2=O)N1 (stereo unspecified)
3,Cc1ccc(Sc2cc(C(=O)NCc3ccco3)c3ccccc3n2)cc1
-6,Cc1nc(C)n(C(=O)N(c2ccccc2)c2ccccc2)n1
-1,Cc1cc(NC(=O)CCC(=O)N(c2cccnc2)C(C(=O)NC2CCCC2)c2ccccc2)no1 (stereo unspecified)
-56,CCCSc1oc(-c2ccc(C)cc2)nc1S(=O)(=O)c1ccc(F)cc1
-6,COc1ccccc1N1CCN(C(CNC(=O)c2ccco2)c2cccnc2)CC1 (stereo unspecified)
-8,CCCOc1ccccc1C1C(C(=O)OC)=CN(C(C)C)C=C1C(=O)OC
-5,CCN(CC)c1ccc(NC(=O)c2ccc(C(C)(C)C)cc2)cc1
-12,O=C1C2C3c4ccccc4C(c4ccccc43)C2C(=O)N1Cc1ccccc1 (stereo unspecified)
-10,CCN(CC)CCNc1ccnc2c1ccc1nsnc12

# Part of the list above, tab-delimited.
structure	14-3-3 PPI
Cn1c(=O)c2c(nc(SCc3cccc(Br)c3)n2C)n(C)c1=O	-9
O=C(Oc1ccccc1)c1cc2ccccc2oc1=O	-13
COc1ccc(N2C(=O)C3CCCN3C2c2cc(OC)c(OC)cc2OC)cc1 (stereo unspecified)	-3
CC(=O)N1CCN(c2ccc(NC(=O)c3ccc(Cl)c([N+](=O)[O-])c3)cc2)CC1	-3
Nc1nonc1-c1ccc(Cl)cc1	-3
Cc1cc(C)n(-c2nc3c(c(=O)[nH]c(=O)n3C)n2CC(O)COc2ccccc2)n1 (stereo unspecified)	1

# Pulled by structure from the entries so far, 2 records:
14-3-3 PPI,canonical_smiles
-1,Cc1cc(NC(=O)CCC(=O)N(c2cccnc2)C(C(=O)NC2CCCC2)c2ccccc2)no1 (stereo unspecified)
-2,CCCn1c(=S)[nH]c2cc(C(=O)N3CCC(C(N)=O)CC3)ccc2c1=O

# Later entries.
14-3-3 PPI,canonical_smiles
4,CCOC(=O)c1c(NC(=O)c2ccc(F)cc2)sc(C(=O)Nc2cccc(Cl)c2C)c1C
-6,CC(=O)Nc1cc(C(=O)NCCN(C)C)ccc1Sc1ccc(F)cc1
-1,O=C(c1ccc(N2CCCCS2(=O)=O)cc1)N1CCN(c2ccc(N3CCOCC3)nn2)CC1
0,CCCCN(CC)Cc1c(C)[nH]c2ccccc2c1=O
2,CCOC(=O)N1CCc2c(sc(NC(=O)c3ccc(Cl)s3)c2C(N)=O)C1
-1,CCN(CC)C(=O)C[n+]1ccc(C(N)=O)cc1
-2,O=S(=O)(NCC(c1cccnc1)N1CCN(c2ccc(F)cc2)CC1)c1ccccc1 (stereo unspecified)
-4,CC1(C)CC(=O)C(C2(O)C(=O)Nc3ccc(Br)cc32)CO1 (stereo unspecified)
-4,Cc1cc([N+](=O)[O-])nn1CC(=O)Nc1sc2c(c1C#N)CCCCC2
2,O=C(NCCCN1CCCC1=O)c1cncc(Br)c1
-10,Cc1cccc(CN2CCN(c3ccccn3)CC2)c1
-1,Cc1ccccc1CS(=O)(=O)CCC(=O)O
-8,Cc1ccccc1Cn1c(CN2CC(C)CC(C)C2)nc2c1c(=O)n(C)c(=O)n2C (stereo unspecified)
-5,Cc1ccc(C)c(OCCCCc2c(C)n[nH]c2C)c1
4,Cc1cc(Br)ccc1NC1OC(=O)c2ccccc21 (stereo unspecified)
-4,Cc1ccc(S(=O)(=O)Nc2cccc3ccc(C)nc23)cc1
2,COc1ccc(NC(=O)c2cnc3sccn3c2=O)cc1OC
-13,Cc1cccc(NC(=O)CCCN2C(=O)c3cccnc3C2=O)c1
-4,Cc1cccc(C(=O)Oc2ccc(C=Nc3c(C)n(C)n(-c4ccccc4)c3=O)cc2[N+](=O)[O-])c1
-12,COC(=O)C(C(=O)Nc1ncccn1)C1CCCCCC1 (stereo unspecified)
-27,O=C(CN1C(=O)c2ccccc2Sc2ccc(C(=O)N3CCCC3)cc21)Nc1ccccc1Cl
2,CCCOc1ccc(C2C(C(=O)OCC)=C(C)NC3=C2C(=O)CC(c2ccc(OC)cc2)C3)cc1 (stereo unspecified)
4,CCCC1N=C(c2ccc(OC)cc2)CC(c2ccccc2O)N1 (stereo unspecified)
-2,Cc1ccccc1NC(=O)C1CCN(S(=O)(=O)c2ccccc2)CC1
-8&-7,CCOC(=O)C1=C(C)Nc2nnnn2C1c1cccc(OC)c1OC (stereo unspecified)
1,CCOC(=O)N1CCN(C(=O)C2CCCN(S(=O)(=O)c3cccnc3)C2)CC1 (stereo unspecified)
0,Cc1cc(C)cc(NC(=O)c2cc3n(n2)C(C(F)(F)F)CC(c2ccc(Cl)cc2)N3)c1 (stereo unspecified)
2,c1ccc(Nc2nc(-c3ccccc3)[n+](-c3ccccc3)s2)cc1
1,COC(=O)c1ccc(NC(=O)c2ccccc2I)cc1
-3,O=S(=O)(c1ccc(F)c(F)c1)N1CCN(Cc2ccc3c(c2)OCO3)CC1

# Three entries already listed, arranged by SMILES length, low to high:
14-3-3 PPI,canonical_smiles
-2,Cc1ccccc1NC(=O)C1CCN(S(=O)(=O)c2ccccc2)CC1
4,CCOC(=O)c1c(NC(=O)c2ccc(F)cc2)sc(C(=O)Nc2cccc(Cl)c2C)c1C
-4,Cc1cccc(C(=O)Oc2ccc(C=Nc3c(C)n(C)n(-c4ccccc4)c3=O)cc2[N+](=O)[O-])c1

# (cont.)
14-3-3 PPI,canonical_smiles
-8,CC1(C)NC(=O)N(CC(O)CN(Cc2ccccc2)Cc2ccccc2)C1=O (stereo unspecified)
2,O=C1c2ccc([N+](=O)[O-])cc2C(=O)N1c1ccc(Cl)cn1
-10,O=S(=O)(c1ccc(-c2csc(-c3cccnc3)n2)cc1)N1CCCC1
-9,O=c1[nH]cnc2c1sc1nc(N3CCOCC3)c3c(c12)CCCC3
-7,Cc1cccn2c(=O)c3cc(C(=O)NCc4ccco4)c(=N)n(C4CCCCC4)c3nc12
-3&4,c1ccc(-n2cccc2CNC2CCCCC2)cc1
-6,O=S(=O)(c1ccc(Cl)s1)N1CCN(Cc2ccccc2)CC1
5,CN(C(=O)c1ccccn1)c1nnc(-c2ccccn2)s1
-69,CSCCC(C(=O)Nc1ccc(C)cc1)N1C(=O)C2C3c4ccccc4C(c4ccccc43)C2C1=O (stereo unspecified)
-4,O=C(O)c1cccc(NC2=NS(=O)(=O)c3ccccc32)c1
2,N#Cc1ccc(-c2ccncc2)nc1SCc1ccc(F)cc1
-4,Cc1ccc(-n2c(CCC(=O)O)ccc2-c2ccc(F)cc2)cc1
-16,CC1(C)CC(=O)C2=C(C1)NC1=C(C(=O)CC(C)(C)C1)C2c1ccc(OCc2ccccc2F)cc1
-6,CCOc1ccc2nc(SCC(=O)Nc3ccc4c(c3)OCO4)sc2c1
-5,Cc1cc(NS(=O)(=O)c2ccc(NC(=O)c3ccc(C)c(Br)c3)cc2)no1
10,O=C(NCC1CCCO1)c1cnn2c1NC(c1ccccc1)CC2C(F)(F)F (stereo unspecified)
1,CCOc1ccc(NS(=O)(=O)c2ccc(NS(C)(=O)=O)cc2)cc1
-3,C=CCN1C(=O)C(O)(CC(=O)c2cccc(Br)c2)c2ccccc21 (stereo unspecified)
-10,CC(C)(C)c1ccc(C(=O)N2CCCC(c3ccccc3)C2)cc1 (stereo unspecified)
-158,COc1cc(C(=O)Nc2ccc(S(=O)(=O)Nc3nccs3)cc2)c(Br)c(OC)c1OC
1,Cc1cccc(-c2nnc(SCC#N)n2-c2ccccc2)c1
-14,Cc1ccc(-n2ncc3c(NCc4ccccc4)ncnc32)c(C)c1
-11&0,O=C(Nc1nnc(C2CCCCC2)s1)c1cccs1
-6,Cc1c(C(=O)NC2CCCc3ccccc32)oc2ccc(S(=O)(=O)N3CCCCC3)cc12 (stereo unspecified)
-2,COc1ccc(NC(=O)c2cc3c(CO)cnc(C)c3oc2=Nc2ccc(Oc3ccccc3)cc2)cc1
4,CCCNC[C@H](O)COc1ccccc1C(=O)CCc1ccccc1
-8,CSc1nc(-c2ccccc2)nc(N2CCN(C)CC2)c1C(C)=O
-8,O=C(O)CCN1C(=O)c2ccc(F)cc2C1=O
-4,O=C(NCCN1CCCC1)C1CCN(S(=O)(=O)N2CCC3(CC2)OCCO3)CC1
-12,O=C(CN1CCCC1)N1CCCc2c1c(=O)oc1ccc(OCc3ccccc3)cc21

# Continued (two carried over from the part before).
14-3-3 PPI,canonical_smiles
-4,O=C(NCCN1CCCC1)C1CCN(S(=O)(=O)N2CCC3(CC2)OCCO3)CC1
-12,O=C(CN1CCCC1)N1CCCc2c1c(=O)oc1ccc(OCc3ccccc3)cc21
-4,Cc1ccccc1C(=O)Nc1nnc(-c2ccc(F)cc2)o1
5,CCn1c(=O)n(CC)c2cc(S(=O)(=O)N3CCc4ccccc43)ccc21
-2,O=C(CSc1nnc(-c2ccco2)n1Cc1ccccc1)OC1CCCCC1
8,CC(C)NC(=O)CSc1nc2ccccc2n1-c1ccccc1
-38,O=[N+]([O-])c1cccc(C=Nc2ccc3oc(-c4cccc(I)c4)nc3c2)c1O
-36,COc1ccc(C(=O)Oc2ccc3c(=O)c(Oc4ccccc4Br)coc3c2)cc1
-2,O=P(O)(O)c1ccccc1OCc1ccccc1
-1,CCN(CC)c1nc(Oc2ccccc2)nc(Oc2ccccc2)n1
-1,CC1=C(C(=O)OC2CCCCC2)C(c2ccccc2Br)CC(=O)N1 (stereo unspecified)

# Screening results: PubChem, Emory University Molecular Libraries Screening Center

# An excerpt, so the mix of outcomes need not match the whole.
